High-throughput results: PubChem BioAssay, National Center for Advancing Translational Sciences (NCATS)
S3 lipid droplet – qHTS Assay for Lipid Storage Modulators in Drosophila S3 Cells; Drosophila S3 cells, BODIPY lipid droplet fluorescence, 18-24 h; cells fed with added oleic acid; lipid storage change, negative = inhibition, % at the top dose, mostly 46.1 µM; hits show Potency in µM; actives 0.64% (n = 320,000); AID 2685; active = well fitted inhibition curve with a large enough effect in the signal ratio, with a control signal flat, not every such curve was filed as active; inconclusive = small, poorly fitted or top-dose-only effect, or effect the other way, or a change in a side signal; the % refers to the signal ratio
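Drosophila S3 cells loaded with oleic acid (400 uM, as added) and compounds at several concentrations; lipid droplets imaged by 488-nm laser-scanning cytometry, 500–530 nm intensity and object ratio to cell channel. Percent activity normalized to 20 uM Triacsin C.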
S3 lipid droplet cell count max – recorded beside S3 lipid droplet, whose call it bears; cell number change, %; measured here: cell count max response;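 cells counted by Cell Tracker Red CMTPX staining in the red channel; peak over a dose series mostly up to 46.1 µM; percent activity relative to internal control wells on each plate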
* hit, by the source's call; i = inactive; ? = inconclusive; · = no result given. % is set by controls: 0 for no effect and ±100 for the full control effect; potency is the fitted concentration of half-maximal effect. Some of the compounds tested. The share of hits here may be higher or lower than overall.

SMILES	S3 lipid droplet	S3 lipid droplet cell count max
Cc1ccc(CNC(=O)c2nnn(-c3cccc(C)c3)c2N)cc1	-14%	16
Cn1ccnc1Sc1ccc(C=O)cc1[N+](=O)[O-]	?	·
CC(=O)NCCC(=O)Nc1ccc(F)cc1C	24%	4
CCc1ccccc1NC(=O)Cc1cn(C)c2ccccc12	1%	-8
Cc1ccc(C(NC(=O)c2ccccc2)C(Cl)Cl)cc1 (stereo not given)	?	·
COc1cc(-c2nc(CCNC(=O)c3ccco3)cs2)cc(OC)c1OC	18µM*	-3.1*
Cc1cc(S(=O)(=O)N2CCOCC2)ccc1OCC(=O)NCCN1CCOCC1	i	-22
Cc1ccc(NCC(=O)N/N=C/c2ccc(-c3cccc(C(F)(F)F)c3)o2)cc1	?	·
Cc1ccc(-c2nn(-c3ccc(F)cc3)cc2C(=O)NCC(c2cccs2)N2CCOCC2)cc1 (stereo not given)	?	·
CCOc1ccc(NC(=O)c2cccc(-n3cccc3)c2)cc1S(=O)(=O)N1CCOCC1	?	·
Cn1c(=O)c2c(nc(NN=C3CCCC3)n2C)n(C)c1=O	-7%	10
Cn1nc(C(F)(F)F)c(-c2ccccc2)c1NC(=O)c1cccnc1	5%	-1
O=c1c2nnn(-c3ccc(Cl)cc3)c2ncn1Cc1ccccn1	?	·
CC1=CC(C)(C)N(C(=O)CSc2nnc(N)s2)c2c(C)cc(C)cc21	-14%	-4
COc1ccc(/C(=N\O)c2ncc(C(F)(F)F)cc2Cl)cc1	-7%	-17
Cc1cccc(Nc2nc(N3CCCC3)nc(N3CCCC3)n2)c1	?	·
COc1cccc(Cn2c(NCC(C)C)nc3c2c(=O)n(C)c(=O)n3C)c1	-12%	-13
CCOC(=O)C1CCN(C(=O)C(CC)c2ccccc2)CC1 (stereo not given)	?	·
CCCCn1c(SCC(=O)Nc2cc(C)on2)nc2c1c(=O)n(C)c(=O)n2C	?	·
N#Cc1c(-c2ccc(Cl)cc2)c2c([nH]c1=S)CCCC2	2%	13

Sorted by the number under S3 lipid droplet cell count max (lowest first): 6 of the compounds above
Compound | S3 lipid droplet cell count max
COc1ccc(/C(=N\O)c2ncc(C(F)(F)F)cc2Cl)cc1 | -17
COc1cccc(Cn2c(NCC(C)C)nc3c2c(=O)n(C)c(=O)n3C)c1 | -13
CCc1ccccc1NC(=O)Cc1cn(C)c2ccccc12 | -8
CC1=CC(C)(C)N(C(=O)CSc2nnc(N)s2)c2c(C)cc(C)cc21 | -4
COc1cc(-c2nc(CCNC(=O)c3ccco3)cs2)cc(OC)c1OC | -3.1*
Cc1ccc(CNC(=O)c2nnn(-c3cccc(C)c3)c2N)cc1 | 16

Reprinted at random: five records from the list
SMILES	S3 lipid droplet	S3 lipid droplet cell count max
CCOc1ccc(NC(=O)c2cccc(-n3cccc3)c2)cc1S(=O)(=O)N1CCOCC1	?	·
CCOC(=O)C1CCN(C(=O)C(CC)c2ccccc2)CC1 (stereo not given)	?	·
Cn1nc(C(F)(F)F)c(-c2ccccc2)c1NC(=O)c1cccnc1	5%	-1
Cc1ccc(C(NC(=O)c2ccccc2)C(Cl)Cl)cc1 (stereo not given)	?	·
Cc1ccc(NCC(=O)N/N=C/c2ccc(-c3cccc(C(F)(F)F)c3)o2)cc1	?	·

The listing picks up, repeating the 2 entries before the break.
SMILES	S3 lipid droplet	S3 lipid droplet cell count max
CCCCn1c(SCC(=O)Nc2cc(C)on2)nc2c1c(=O)n(C)c(=O)n2C	?	·
N#Cc1c(-c2ccc(Cl)cc2)c2c([nH]c1=S)CCCC2	2%	13
CCOC(=O)c1cc(NC(=O)CCC(=O)O)ccc1N1CCCCC1	?	·
CC(=O)c1cc(C(=O)NC2CCCc3c2cnn3-c2cc(C)cc(C)c2)[nH]n1 (stereo not given)	?	·
Cn1c(-c2ccccc2)cnc1NCc1ccc(F)cc1	?	·
CCOC(=O)c1c(C)[nH]c(C)c1C(=O)COC(=O)c1ccc(OC)c(OC)c1	?	·
C[n+]1cn(CC(O)COCc2ccccc2)c2ccccc21 (stereo not given)	-7%	-7
CCCCN(CCCC)C(=O)CSc1nnc(-c2cc(OC)c(OC)c(OC)c2)o1	?	·
N#Cc1c(N)nc(SCC(=O)NCCc2ccccc2)c(C#N)c1-c1cccs1	?	·
CSc1nc(C)cc(SCC(=O)Nc2ccccc2)n1	i	-2
Cc1ccc(CSC2=NCCN2C(=O)c2ccc(S(=O)(=O)N(C)C)cc2)cc1	9%	2
Fc1cccc(Nc2ncnc3sccc23)c1	12%	1
CCOC(=O)c1nnn(-c2nonc2N)c1CNC(C)C	8%	-2
Cc1nnc(SCC(=O)Nc2cc(S(=O)(=O)N3CCCC3)ccc2Cl)n1C1CC1	?	·
COCc1c(C(=O)N/N=C/c2ccco2)nnn1-c1nonc1N	1%	8
O=C(NCc1ccccc1)N1CCC(CO)(CCc2ccccc2)CC1	0%	13
CCOC(=O)N1CCC(N2CCN(S(=O)(=O)c3ccc(NC(C)=O)cc3)CC2)CC1	?	·
COC(=O)c1c(N(S(C)(=O)=O)S(C)(=O)=O)sc2c1CCN(c1ncc(C(F)(F)F)cc1Cl)C2	i	·
CCC(C)(C)n1nnnc1C(c1ccc(OC)c(OC)c1)N1CCN(C(=O)c2ccco2)CC1 (stereo not given)	?	·
CC(CCc1ccccc1)NC(=O)c1ccc(NC(=O)c2ccc(Cl)cc2Cl)cc1 (stereo not given)	1%	-4
CC(C)(C)c1csc(NC(=O)c2ccc3nccnc3c2)n1	?	·
Cc1ccc(OCCNC(=O)c2cccc(S(=O)(=O)NCc3ccccc3)c2)cc1	?	·

Whole records as entered above. Screens in order: S3 lipid droplet | S3 lipid droplet cell count max
Results for CC(C)(C)c1csc(NC(=O)c2ccc3nccnc3c2)n1 : ? | ·
Results for CCOC(=O)c1cc(NC(=O)CCC(=O)O)ccc1N1CCCCC1 : ? | ·
Results for C[n+]1cn(CC(O)COCc2ccccc2)c2ccccc21 (stereo not given) : -7% | -7
Results for Cc1nnc(SCC(=O)Nc2cc(S(=O)(=O)N3CCCC3)ccc2Cl)n1C1CC1 : ? | ·
Results for CCOC(=O)c1c(C)[nH]c(C)c1C(=O)COC(=O)c1ccc(OC)c(OC)c1 : ? | ·

Carrying on.
SMILES	S3 lipid droplet	S3 lipid droplet cell count max
COc1ccccc1Oc1nc2c(c(=O)n(Cc3ccccc3F)c(=O)n2C)n1C	?	·
O=[N+]([O-])c1ccccc1-c1nc(-c2ccc(Br)o2)no1	31%	8
CCN1C(=O)[C@H]2[C@@H](c3ccc(-c4cccc(Cl)c4)cc3)N3CCCC[C@@]3(C(=O)OC)[C@H]2C1=O	1%	-21
O=C(c1ccccc1)N(Cc1ccc2c(c1)OCO2)Cc1nc2ccccc2c(=O)[nH]1	20%	-5
COc1ccc(C(=O)Nc2n[nH]c(-c3ccncc3)n2)cc1	?	·
Cc1ccc2nc(SCC(=O)NCc3cccs3)c(C#N)cc2c1	-19%	-12
Cc1ccc(C(=O)N2N=C(c3cccc(NS(C)(=O)=O)c3)CC2c2cccs2)cc1 (stereo not given)	1%	·
COc1ccccc1N(CC(=O)NCC1CCCO1)C(=O)CNS(=O)(=O)c1ccc(C)cc1 (stereo not given)	-11%	-12
COc1ccc(C(C)(C)C)cc1NC(=O)COC(=O)c1ncc(Cl)c(Cl)c1Cl	?	·
NC(=O)C(=O)N/N=C/c1c2ccccc2cc2ccccc12	i	-24
Cc1csc2ncnc(N3CCN(C(=S)Nc4ccc(F)cc4F)CC3)c12	-5%	-15
Cn1c(N2CCCCC2)nc2c1c(=O)[nH]c(=O)n2C	11%	-16
COc1ccc2c(c1)/C(=N/N1C(=O)c3ccccc3C1=O)C(=O)N2	0%	9
Cc1ccc(C(=O)NC(=S)Nc2cccnc2Cl)cc1	i	·
C=CCSc1nnc(CSc2nc3sc4c(c3c(=O)[nH]2)CCCC4)n1-c1ccccc1	25%	-18
O=C(NCc1cc(C(F)(F)F)cc(C(F)(F)F)c1)C1CC(c2cccc(F)c2)=NO1 (stereo not given)	?	·
CCc1ccc(C(=O)CSc2n[nH]c(C)n2)cc1	?	·
CCOC(=O)c1c(NC(=O)CSc2nnc(-c3ccccc3C)n2C)sc(C(C)=O)c1C	?	·
NC(=O)c1cccc(C(N)=O)n1	?	·
Cc1cnc(C(=O)Nc2nccs2)cn1	?	·
C=CCN1CCN(C(c2ccc(OC)c(OC)c2)c2nnnn2C(C)(C)C)CC1 (stereo not given)	13%	-13
Oc1c(C(c2ccccn2)N2CCOCC2)ccc2cccnc12 (stereo not given)	?	·
Cc1ccc(N2C(=O)CSC23C(=O)Nc2ccccc23)cc1 (stereo not given)	-24%	9
c1cc(-c2sc(-c3ccncc3)c(-c3ccncc3)c2-c2ccncc2)ccn1	-14%	-1
CC(C)CNS(=O)(=O)c1ccc(CCC(=O)NCc2ccc(Cl)cc2)cc1	-26%	-20
CC(NC(=O)Cc1ccc(Br)cc1)c1ccccc1 (stereo not given)	?	·
CC(=O)NC(Cc1ccc(F)c(F)c1)C(=O)NC1CCN(c2c(Cc3ccccc3)c(C)nc3ncnn23)CC1 (stereo not given)	-7%	2
CCCCC(=O)Nc1cc([N+](=O)[O-])ccc1F	20%	-3
Cc1cc(C(F)F)n2nc(C(=O)Nc3sc4c(c3C(N)=O)CCC4)nc2n1	-21%	-3
O=C(COc1ccc(Cl)cc1)Nc1ncc([N+](=O)[O-])s1	5%	44
COc1ccccc1CN1C[C@@H]2C[C@@H](c3ccccc3C)N3CCC[C@@]23C1=O	0%	10
COc1ccccc1CNS(=O)(=O)c1cc2c3c(c1)C(C)C(=O)N3CCC2 (stereo not given)	i	-7
CC(=O)NC1=NC(=O)/C(=C/c2cn(C(C)=O)nc2-c2ccccc2)S1	?	·
CCN(CC)S(=O)(=O)c1ccc(-c2nnc(SCC(=O)Nc3ccc(OC)cc3)o2)cc1	9%	4
CCCC(=O)Nc1ccccc1NC(=O)c1ccc(OCC)cc1	8%	3
Cc1cc(NNC(=O)c2cccc(C(F)(F)F)c2)nc2c1c(C)nn2C	-16%	-6
COC(=O)CSc1nc(Cc2ccccc2)nc2ccccc12	i	11
O=C(CCCC(=O)OCC(F)(F)C(F)F)Nc1ccccc1F	?	·
COc1cc([N+](=O)[O-])c(C(=O)N2CCOCC2)c([N+](=O)[O-])c1	1%	-10
O=c1c2ccccc2nc(-c2ccccc2)n1CCCN1CCOCC1	i	21
COC(=O)c1ccc(NC(=O)CS(=O)(=O)Cc2ccccc2)cc1	?	·
O=C(c1ccc2ccccc2c1)C1CCCN(C(=O)CCn2cnnn2)C1 (stereo not given)	-19%	9
Cc1ccc(Nc2nc(COC(=O)C3CC3)cs2)cc1	?	·
O=C(CCNS(=O)(=O)c1cccc2nsnc12)NCc1ccc(F)cc1	3%	2
Clc1nccnc1N/N=C/c1ccc(Br)cc1	?	·
CC(C)C(NC(=O)CCNC(=O)c1ccc(C(C)(C)C)cc1)c1nc2ccccc2[nH]1 (stereo not given)	?	·
CCC1=Nc2cc(C(=O)NCCCOC)ccc2Sc2ccccc21	i	·
C=CCn1c(CCNC(=O)c2cccs2)nnc1SCC(=O)c1cccc([N+](=O)[O-])c1	i	22
CCCCNC(=O)OCC(CC)NC(=O)OCC(C)C (stereo not given)	-7%	-11
CC(=O)Nc1ccc(Cc2nc3ccccc3[nH]2)cc1	?	·
Cc1ccc(/C=C2/NC(=O)N(Cc3ccccc3F)C2=O)s1	-24%	2
Cc1ccc(/C=C(\NC(=O)c2ccccc2)C(=O)NCCN2CCOCC2)o1	?	·
Cc1cc(CN2C(=O)c3ccccc3C2=O)on1	?	·
CCn1nc(C(=O)OCC(=O)N2c3ccccc3CC2C)c2ccccc2c1=O (stereo not given)	?	·
Cc1onc(-c2c(F)cccc2Cl)c1C(=O)NCc1ccccn1	?	·
CCCC(=O)Nc1nnc(S(=O)(=O)N(C)Cc2ccco2)s1	-12%	13
O=C(NNC(=O)C1CC(c2cccs2)=NO1)NC1CCCCC1 (stereo not given)	?	·
COc1cccc(/C=N/NC(=O)c2ccc([N+](=O)[O-])cc2Cl)c1O	?	·
CC1=NN(C(=O)COc2cc(C)ccc2C(C)C)C(O)(c2ccccc2)C1 (stereo not given)	?	·
COc1cccc(C2CC(=O)NC3=C2C(=O)CCC3)c1 (stereo not given)	-12%	18

Next part.
SMILES	S3 lipid droplet	S3 lipid droplet cell count max
CCS(=O)(=O)Nc1ccc(-c2nnc(SCC(=O)OC)o2)cc1	?	·
NS(=O)(=O)c1ccc(CCNC(=O)COc2ccc3c4c(c(=O)oc3c2)CCC4)cc1	?	·
Nc1cc(OC(=O)c2ccco2)nn1S(=O)(=O)c1ccc(F)cc1	9%	-3
CSC(=S)N/N=C/c1c[nH]c2ccccc12	?	·
N#Cc1ccccc1CSc1ccc(-c2nc3ccccc3[nH]2)cn1	?	·
O=C(c1cccc(S(=O)(=O)N2CCCCC2)c1)N1CCCCC1	?	·
COC(=O)c1cn(NC(=O)/C=C/c2ccc(OC)c(OC)c2)c(=O)c2ccccc12	-2%	-15
Cc1onc(-c2ccccc2Cl)c1C(=O)NCCn1ccc2ccccc21	-3%	14
COc1ccc(C(C)NC(=O)C2CCCC2)cc1 (stereo not given)	10%	17
C#CCOCCOCCOCCNc1nc(N2CCN(C(=O)[C@H](C)n3cc(CCCN=C(N)N)nn3)CC2)nc(N2CCN(C(=O)[C@H](C)n3cc(CCCN=C(N)N)nn3)CC2)n1	-3%	-27
Cc1cccc(N=Nc2c(C)[nH]n(-c3ccccc3)c2=O)c1	?	·
CC1(C(=O)NNC(=S)NCC2CCCO2)CC1(Cl)Cl (stereo not given)	-17%	-6
O=C1ON=C(c2ccccc2)/C1=C/c1ccc(-c2ccccc2[N+](=O)[O-])o1	?	·
Cc1noc(C)c1CSCC(=O)Nc1ccc(S(=O)(=O)C(F)F)cc1	?	·
Cc1ccc(NC(=O)CSc2ncn[nH]2)cc1S(=O)(=O)N1CCOCC1	?	·
